Source: PubChem BioAssay (National Center for Advancing Translational Sciences (NCATS))
FUS suppressor – qHTS for Suppressors of FUS Proteinopathy: Primary screen using FUS-linked yeast assay | 0.24% of 390,000 active | AID 1347120, 2019 | S. cerevisiae FUS-expressing, growth rescue, OD600, 24 h | Potency, µM (series often up to 76.6 µM), without a hit: at the top dose growth rescue (activation), hits mostly activators;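 note: potency is the fitted concentration of half-maximal effect; plate controls were DMSO vehicle for no effect and reference control for full effect; nearly all actives have a fitted effect of over 55% in size; some results filed as inactive show a strong effect at the top dose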
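Compound concentration series was pinned onto galactose-induced FUS-expressing yeast seeded at OD 0.005. Plates sat 24hr at 30C; absorbance at 600 nm gave growth. DMSO served as background control.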
aSyn rescue – qHTS of alpha-syn Inhibitors. AID 652106, 2013. Potency, µM (highest dose often 46.1 µM), inactives show top-dose growth rescue (activation), hits mostly activators. 0.14% of 370,000 active. Yeast expressing alpha-synuclein, growth rescue, BacTiter-Glo, 24 h; note: potency is the fitted concentration of half-maximal effect; % of control where 0% means no effect; nearly all actives have a fitted effect of over 65% in size
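Rescue of yeast growth: cells expressing toxic alpha-synuclein, induced in galactose at OD600 0.02, incubated with compound 24 h at 30 C. ATP luminescence quantified growth; inhibitors of toxicity appear as activators.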
PLK1 PBD inh – qHTS for Inhibitors of PLK1-PDB (polo-like kinase 1 - polo-box domain): Primary Screen; Plk1 PBD binding of FITC phosphopeptide, fluorescence polarization; AID 720504, 2013; 2.8% of 360,000 active; Serine/threonine-protein kinase PLK1 (Homo sapiens), P53350; Potency, µM, for inactives: max response, negative = inhibition, hits mostly inhibitors; note: potency is the fitted concentration of half-maximal effect; series mostly up to about 57 µM; % is set by controls: 0 for no effect and ±100 for the full control effect; nearly all actives have a fitted effect of over 65% in size
PI5P4K alpha inh – qHTS for Inhibitors of phosphatidylinositol 5-phosphate 4-kinase (PI5P4K) | 1.2% of 330,000 active | AID 652105, 2013 | Phosphatidylinositol 5-phosphate 4-kinase type-2 alpha (Homo sapiens), P48426 | PI5P4Kalpha enzyme, ADP-Glo luminescence, 60 min; stronger effect = lower value | max response, %; active = max response of -50% or lower; inconclusive = between -30% and -50%; inactive = -30% or higher; note: value at the top dose of about 77 µM; % is set by controls: 0 for no effect and ±100 for the full control effect
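Luminescence from ADP-Glo served as readout of PI5P4Kalpha activity in a qHTS format. Reaction: enzyme, substrate, compound, ATP at 5 microM final, 60 min at RT.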
IL-2 act – qHTS of IL-2 Activators; IL-2 activation reporter assay, cell-based qHTS; stimulated with anti-CD3/CD4/CD28 beads; in transgenic mouse T cells; activation, % (series mostly up to about 46 µM); 0.065% of 360,000 active; AID 652025, 2013; in the data active = activation above about 50%; inconclusive = mostly about 30% to 49%; note: 0% is about no effect
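Screening format: compound pinned onto unstimulated transgenic mouse T cells, 60 min incubation, then anti-CD3/anti-CD4/anti-CD28 bead stimulation for 18 hours at 37 degrees C, followed by EGFP and DsRed detection.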
EPAC1 agonist – qHTS for Agonist of cAMP-regulated guanine nucleotide exchange factor 3 (EPAC1): primary screen; 0.073% of 360,000 active; Potency, µM (doses to about 154 µM), without a hit: top-dose activation, actives largely listed as activators; AID 720707, 2013; EPAC1 agonist qHTS, biochemical assay; response scale: 100% = response to 6.5 mM cAMP; Rap guanine nucleotide exchange factor 3 (Homo sapiens), O95398; note: potency is the fitted concentration of half-maximal effect; nearly all actives have a fitted effect of over 60% in size
Target sequence (O95398 whole entry, looked up): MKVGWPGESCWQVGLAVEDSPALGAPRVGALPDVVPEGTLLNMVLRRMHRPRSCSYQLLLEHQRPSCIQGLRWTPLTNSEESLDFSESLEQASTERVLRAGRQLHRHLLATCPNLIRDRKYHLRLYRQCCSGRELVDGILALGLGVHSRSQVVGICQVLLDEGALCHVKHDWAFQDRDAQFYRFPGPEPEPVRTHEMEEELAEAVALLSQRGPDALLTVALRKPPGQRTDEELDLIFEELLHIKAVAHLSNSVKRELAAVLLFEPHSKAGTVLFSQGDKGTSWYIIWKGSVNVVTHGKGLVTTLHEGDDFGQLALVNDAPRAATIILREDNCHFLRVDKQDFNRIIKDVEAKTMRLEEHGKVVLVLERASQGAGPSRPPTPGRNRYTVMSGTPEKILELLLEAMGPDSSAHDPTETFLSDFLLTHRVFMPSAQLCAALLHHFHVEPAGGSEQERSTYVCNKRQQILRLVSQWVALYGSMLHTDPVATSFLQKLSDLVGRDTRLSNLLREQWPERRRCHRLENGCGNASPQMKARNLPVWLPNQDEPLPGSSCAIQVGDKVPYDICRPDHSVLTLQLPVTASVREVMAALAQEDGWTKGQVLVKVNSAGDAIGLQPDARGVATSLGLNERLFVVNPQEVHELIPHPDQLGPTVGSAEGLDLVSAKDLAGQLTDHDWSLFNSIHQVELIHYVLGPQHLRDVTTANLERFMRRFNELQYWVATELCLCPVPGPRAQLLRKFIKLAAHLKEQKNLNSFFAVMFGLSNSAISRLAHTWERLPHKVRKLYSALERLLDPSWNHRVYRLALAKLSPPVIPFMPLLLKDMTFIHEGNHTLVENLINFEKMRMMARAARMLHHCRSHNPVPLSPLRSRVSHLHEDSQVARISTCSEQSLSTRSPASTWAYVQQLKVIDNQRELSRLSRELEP
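Read-out is the fluorescence drop as BODIPY-GDP leaves Rap1B (480 nm excitation, 540 nm emission), recorded every 5 minutes over 30 minutes. Reactions held 100 nM EPAC1, 250 nM Rap1B–BODIPY-GDP and 50 uM GDP, with 6.5 mM cAMP setting full activation.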
WRN inhibitor – qHTS for Inhibitors of WRN Helicase | WRN helicase unwinding, fluorescent forked duplex, kinetic | 0.46% of 360,000 active | Potency, µM (series often up to 114 µM), without a hit: at the top dose activity change, negative = inhibition, actives largely listed as inhibitors | Bifunctional 3'-5' exonuclease/ATP-dependent helicase WRN (Homo sapiens), Q14191; note: potency is the fitted concentration of half-maximal effect; % is set by controls: 0 for no effect and ±100 for the full control effect; nearly all actives have a fitted effect of over 55% in size
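Enzyme (20 nM final) and test compound sit together 15 min at room temperature before substrate addition. Substrate is a single-forked duplex oligonucleotide (100 nM) labelled with fluorophore and quencher, with 2 mM ATP; helicase unwinding raises red fluorescence, read kinetically.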
Abeta yeast res – qHTS for compounds that reverse cellular toxicity of Amyloid beta (A-beta) peptide in yeast: Primary Screen; yeast expressing A-beta42, growth rescue, OD600, 48 h; response scale: 0% DMSO, 100% iron-clioquinol control; Potency, µM (highest dose often 46.1 µM), without a hit: top-dose growth rescue, actives largely listed as activators; 0.063% of 410,000 active; note: potency is the fitted concentration of half-maximal effect; nearly all actives have a fitted effect of over 55% in size
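Yeast A-beta toxicity model in growth medium with pinned compounds, 48 h at 30 C; growth read as absorbance at 600 nm. Normalized to FeCl3/clioquinol equimolar mix (positive) and DMSO (negative).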
EPAC1 antagonist – qHTS for Antagonist of cAMP-regulated guanine nucleotide exchange factor 3 (EPAC1): primary screen | EPAC1 GEF assay, Rap1b-BODIPY-GDP exchange fluorescence | Potency, µM (titrated, usually from 115 µM), without a hit: top-dose activity change, negative = inhibition, hits mostly inhibitors | 0.14% of 360,000 active | AID 720709, 2013;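 note: potency is the fitted concentration of half-maximal effect; plate controls were vehicle for no effect and positive control for full effect; nearly all actives have a fitted effect of over 50% in size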
* marks the source's active call; other numbers are inactive results; ? = inconclusive; . = not tested or not shown; & = joins results of further samples; [ ] = remark or other dose. Unless noted, calls come from the whole dose curve; as a rule, active = well fitted curve in the direction sought with a large enough effect; inconclusive = small, poorly fitted or top-dose-only effect, or another doubt; inactive = no such curve, though single readings can be large; an effect the other way counts as inactive or inconclusive.

SMILES	FUS suppressor	aSyn rescue	PLK1 PBD inh	PI5P4K alpha inh	IL-2 act	EPAC1 agonist	WRN inhibitor	Abeta yeast res	EPAC1 antagonist
Cc1ccc([C@H]2C(C(=O)O)=CC[C@@H](c3ccc(Cl)cc3)N2S(=O)(=O)c2ccc(C)cc2)cc1	-12%	-2%	?	8	0.5	-20%	-1%	-20%	?
Cc1cc(NC(=O)c2ccc(C#N)cc2)n(-c2ccccn2)n1	-16%	-12%	-7%	-1	-1.5	11%	6%	?	-12%
Cc1ccc(C)c(NC(=O)N2CCCCCC2)c1	0%	-10%	-18%	1	-4.2	8%	7%	7%	-8%
CCCC1S/C(=N/N=C/c2cccs2)NC1=O (stereo unspecified)	-9%	3%	17µM*	-2	5.1	0%	7%	17%	0%
CCOC(=O)COc1c(OC)cc(Cl)cc1C1NC(=O)NC(C)=C1C(C)=O (stereo unspecified)	31%	0%	-3%	.	-0.2	-1%	-1%	5%	4%
O=c1cc(-c2ccco2)oc2c1ccc1ccccc12	10%	-13%	-15%	-20	0.1	1%	-28%	19%	-4%
Cc1ccc(S(=O)(=O)N2CCN(c3ccccn3)CC2)cc1	-16%	11%	-2%	-7	1.4	-2%	-1%	-5%	8%
CCOc1ccc(CCNC(=O)c2ccc(S(=O)(=O)N3CCCC3)cc2)cc1OCC	0%	0%	-8%	-1	-3.8	12%	-6%	-11%	-18%
CCn1c(SCC(=O)NCCc2ccccc2)nnc1-c1cccs1	20%	-2%	-7%	.	-2.1	-2%	-4%	-5%	7%
CCOC(=O)c1ccc(N2CN(CCc3ccccc3)CNC2=S)cc1	.	6%	-9%	-6	-2.3	-4%	-3%	7%	-13%
Cc1oc(-c2ccccc2Cl)nc1CS(=O)CC(=O)NCc1ccc(Cl)cc1 (stereo unspecified)	38%&16%	-2%	-21%	5	-2.3	-7%	-5%	-1%&-9%	?
CCOC(=O)C1CCCN(S(=O)(=O)c2ccc(F)c(C(=O)Nc3ccc(F)c(F)c3)c2)C1 (stereo unspecified)	5%&-6%	4%	-7%	.	0.7	23%	-16%	-4%&-12%	-16%
Cc1ccc(N(NC(=O)C(C)(C)O)C(=O)c2ccccc2)cc1C	-2%	0%	-1%	-4	-0.6	-1%	1%	9%	-8%
CC(C)=CC1C(C(=O)Nc2ccc(Br)cn2)C1(C)C (stereo unspecified)	.	-23%	-5%	8	-3.9	-2%	-16%	-5%	-6%
O=C(Nc1ccccc1N1CCCCC1)c1cccc(OC(F)F)c1	15%	2%	-4%	2	-2.7	-20%	-14%	-16%	-30%
CSc1nc2sc3c(c2c(=O)[nH]1)CCC(C)C3 (stereo unspecified)	5%	-8%	-2%	.	-2.4	-7%	2%	7%	2%
CCOc1cc(/C=N/Nc2nc(N3CCCC3)nc(N3CCCC3)n2)ccc1O	13%	5%	3%	3	-0.1	2%	-21%	9%	-17%
CCOC(=O)C1(CCOc2ccccc2)CCN(Cc2ccncc2)CC1	20%	-5%	-14%	1	-4.8	-11%	5%	1%	?
COc1ccccc1N1CCN(CCCCNC(=O)c2ccc3ccccc3c2)CC1	-12%	-4%&13%	4%	18	-0.2	-12%	8%	-17%	12%
COc1ccc(-c2csc3ncnc(N4CCN(c5ccccc5OC)CC4)c23)cc1	43%	1%	-11%	-7	-0.4	16%	-7%[57.1 µM]	0%	-6%
CCOC(=O)CC[C@H](NC(=O)Cn1cnc(C(=O)Nc2ccc(C)c(C)c2)n1)C(=O)OCC	0%	0%	-9%	0	-0.6	-24%	6%	-15%	-17%
Cc1scc(C(=O)Nc2ccon2)c1-c1ccccc1	9%	-17%	0%	.	-2.3	3%	10%	27%	8%
COc1ccc(Cl)cc1NC(=O)CCCn1c(=O)c2cccn2c2cccnc21	-3%&-18%	-1%	4%	1	1.2	0%	-4%	-38%&13%	13%
Cc1nnc(SCc2cc(=O)[nH]c(N3CCN(C)CC3)n2)s1	.	11%	0%	-3	-1.5	-11%	-3%	1%	5%
Cc1ccc(C2C(C(=O)c3cc4ccccc4o3)=C(O)C(=O)N2c2cc(C)on2)cc1 (stereo unspecified)	6%	1%	19µM*	-52*	-0.2	-1%	15%	-16%	-21%

Quoted at random: 4 records from the list, in no set order.
SMILES	FUS suppressor	aSyn rescue	PLK1 PBD inh	PI5P4K alpha inh	IL-2 act	EPAC1 agonist	WRN inhibitor	Abeta yeast res	EPAC1 antagonist
CCOC(=O)COc1c(OC)cc(Cl)cc1C1NC(=O)NC(C)=C1C(C)=O (stereo unspecified)	31%	0%	-3%	.	-0.2	-1%	-1%	5%	4%
Cc1ccc(C)c(NC(=O)N2CCCCCC2)c1	0%	-10%	-18%	1	-4.2	8%	7%	7%	-8%
COc1ccccc1N1CCN(CCCCNC(=O)c2ccc3ccccc3c2)CC1	-12%	-4%&13%	4%	18	-0.2	-12%	8%	-17%	12%
CCOC(=O)CC[C@H](NC(=O)Cn1cnc(C(=O)Nc2ccc(C)c(C)c2)n1)C(=O)OCC	0%	0%	-9%	0	-0.6	-24%	6%	-15%	-17%

Next part.
SMILES	FUS suppressor	aSyn rescue	PLK1 PBD inh	PI5P4K alpha inh	IL-2 act	EPAC1 agonist	WRN inhibitor	Abeta yeast res	EPAC1 antagonist
Cc1cccc(C(=O)NCN2CCN(c3ccccc3C#N)CC2)c1	-33%	-1%&-4%	-18%	2	-0.3	-8%	0%	-5%	-3%
CC(=O)Oc1cc(OC(C)=O)c2c(=O)c(-c3ccc4c(c3)OCCCO4)c(C)oc2c1	10%	6%	-19%	2	-0.9	-3%	-12%	-15%	-7%
O=C(O)CCCNC(=O)/C(=C\C=C\c1ccccc1)NC(=O)c1ccccc1Cl	24%	-2%	-12%	0	0.9	14%	1%	5%	19%
COc1cc(C)ccc1OCc1cc(C(=O)NC2CCOCC2)no1	-1%	3%	-9%	6	-0.1	-10%	4%	6%	10%
Cc1ccccc1NC(=O)CSc1nc2c(c(=O)n(C)c(=O)n2C)n1C	1%	4%	1%	3	-0.5	10%	-5%	-8%	8%
CCCCn1cnc2c(oc3ccccc32)c1=O	-23%	1%	-8%	-7	0.1	-3%	-1%	-14%	0%
COc1ccc(OCCCC(=O)Nc2cccnc2)cc1	.	3%	9%	-9	-4.8	-14%	-7%	6%	-18%
CC(Nc1ccccc1)c1cc(Cl)ccc1O (stereo unspecified)	5%	1%	-6%	-1	-0.3	5%	-18%	-7%	-22%
Cc1cc(C)c(S(=O)(=O)N2CCCc3ccccc32)c(C)c1	-8%	16%	-15%	12	-0.7	23%	-4%	-1%	-1%
COc1ccccc1NC(=O)c1ccc(NS(=O)(=O)c2ccc(F)c(Cl)c2)cc1	.	4%	-20%	?	0.7	6%	-21%	6%	-10%
COc1ccc(C(=O)NCC(=O)N2CCC(C)CC2)cc1OC	16%	2%	-10%	0	-0.5	3%	-9%	-9%	0%
Cc1ccc(S(=O)(=O)Nc2cccc3ncccc23)cc1	-3%	7%	?	-5	-0.2	12%	5%	4%	-29%
C=CCc1c(C)nc(SC)nc1Nc1ccc(C(=O)O)cc1	14%	19%	-1%	.	-1.6	1%	-2%	7%	7%
CSc1cccc(NC(=O)C(C)Sc2ccc(C)cc2)c1 (stereo unspecified)	23%	-9%	-6%	3	1.2	24%	-14%	-16%	-12%
COc1ccc(OC)c(C(=O)COC(=O)c2ccc(C)o2)c1	20%	6%	-12%	-16	0.8	4%	8%	-2%	1%
Cn1c(=O)[nH]c(=O)c2c1nc(N1CCN(Cc3ccccc3)CC1)n2CCCc1ccccc1	4%	-3%	-2%	.	-1.6	3%	3%	-3%	2%
CCOC(=O)N1CCC(O)(c2cc(C)c(C)cc2C)CC1	15%	-5%	3%	.	0.4	-3%	2%	?	2%
COc1cc2c(c(OC)c1OC)-c1ccc(SC)c(=O)cc1C(NC=O)CC2 (stereo unspecified)	.	-2%	-5%	2	-0.4	-6%	2%	7%	4%
CC(C)(C)C(=O)NCc1ccc(C(=O)CSc2nnc3n2CCCCC3)s1	6%	29%	0%	1	-0.8	-19%	11%	3%	18%
CCOC(=O)C(CC)Sc1nnc(COc2ccc(C)cc2)n1-c1ccccc1 (stereo unspecified)	?	-8%	-1%	10	-0.5	4%	-17%	-2%	3%
O=C(CSc1ncn(-c2ccccc2)n1)Nc1ccc(Br)cn1	15%	.	0%	2	0.6	3%	-14%	-7%	11%
Cc1cc(C)c(C(O)c2ncc(-c3ccccc3C)[nH]2)c(C)c1 (stereo unspecified)	-22%	-5%	-13%	-4	0.6	-4%	-3%	-7%	-7%
CCSc1nc(O)c(C2OC(=O)c3c2ccc(OC)c3OC)c(=O)n1-c1ccccc1 (stereo unspecified)	14%	1%	-4%	.	-2.1	-6%	-5%	5%	0%
CCOc1ccc(S(=O)(=O)NCc2ccc(C)cc2)c2cccnc12	.	3%	-6%	6	-0.5	-1%	-7%	15%	9%
Cc1cccc(C)c1-n1c(C)cc(/C=N\Nc2ccc([N+](=O)[O-])cn2)c1C	35%	-7%	6%	0	-0.2	-18%	1%	11%	-1%
Cc1cc(C)cc(OCCCOc2cccc3cccnc23)c1	32%	-16%	?	14	0.8	-16%	-16%	-96%[inhibitor]	?
CC(=O)CCc1oc2ccc(C)cc2c1-c1ccccc1	-2%	-1%	-4%	14	-0.5	17%	-17%	-6%	-3%
Cc1cc(C(=O)COc2cccc(-n3cnnn3)c2)c(C)n1-c1ccccc1	26%	1%	1%	-4	-4.0	12%	-17%	22%	-2%
Cc1cccc(NC(=O)c2sc(NC(=O)c3ccco3)c(C#N)c2C)c1C	36%	-9%	-16%	.	-1.1	14%	-18%	-11%	-14%
